High-throughput results deposited in PubChem by National Center for Advancing Translational Sciences (NCATS).
PTHR1 agonist: activates the human parathyroid hormone receptor PTHR1; Q03431; HEK293 GP2 PTHR1 cells, GloSensor cAMP luminescence, 1 h; Potency, µM (titrated, usually from 115 µM), for the others: top-dose activation, actives largely listed as activators; 410,000 tested, 0.075% active; AID 743266; note: potency is the fitted concentration of half-maximal effect; nearly all actives have a fitted effect of over 55% in size; some results filed as inactive show a strong effect at the top dose; inactives centre near -15; many of its hits are not listed in these tables
Target sequence (Q03431 whole entry, looked up): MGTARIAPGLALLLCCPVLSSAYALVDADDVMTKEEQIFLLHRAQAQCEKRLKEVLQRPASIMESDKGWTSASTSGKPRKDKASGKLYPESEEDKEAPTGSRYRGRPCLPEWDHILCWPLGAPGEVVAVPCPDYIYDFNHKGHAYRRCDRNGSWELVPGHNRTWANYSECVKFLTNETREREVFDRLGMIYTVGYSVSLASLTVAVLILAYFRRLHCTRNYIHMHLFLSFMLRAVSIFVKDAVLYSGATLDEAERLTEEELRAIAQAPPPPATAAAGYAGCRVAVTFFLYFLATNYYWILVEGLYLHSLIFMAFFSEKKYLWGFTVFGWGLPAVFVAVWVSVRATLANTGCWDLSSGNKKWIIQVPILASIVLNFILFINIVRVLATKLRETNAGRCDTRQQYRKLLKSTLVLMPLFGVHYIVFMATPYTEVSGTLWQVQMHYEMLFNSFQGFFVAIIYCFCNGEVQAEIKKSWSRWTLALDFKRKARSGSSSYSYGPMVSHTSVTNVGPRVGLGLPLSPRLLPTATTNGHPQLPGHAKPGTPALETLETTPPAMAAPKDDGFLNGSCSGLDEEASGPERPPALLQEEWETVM
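HEK-293-derived GP2 cells expressing PTHR1 and a GloSensor cAMP reporter, 3,000/well, plated overnight, given luciferin plus IBMX (each 0.5 mM as added) for 1 h at 37 °C, then compound for 1 h at 37 °C. Luminescence was read after 15 min at room temperature.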
aSyn yeast inh: inhibitors of alpha-synuclein toxicity in yeast; Yeast expressing alpha-synuclein, growth rescue, BacTiter-Glo, 24 h; Potency, µM (top dose mostly 46.1 µM), without a hit: at the top dose growth rescue (activation), most hits filed as activators; 370,000 tested, 0.14% active; note: potency is the fitted concentration of half-maximal effect; % of control where 0% means no effect; nearly all actives have a fitted effect of over 65% in size
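Screening used galactose-induced yeast with toxic alpha-synuclein levels, exposed to compound for 24 hr at 30 deg C. Cell growth, read with BacTiter-Glo luminescence, gave the measured signal.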
Abeta yeast res: A-beta toxicity reversal in yeast. yeast expressing A-beta42, growth rescue, OD600, 48 h; response scale: 0% DMSO, 100% iron-clioquinol control. Potency, µM (top dose mostly 46.1 µM), for the others: at the top dose growth rescue, actives largely listed as activators. 410,000 tested, 0.063% active. AID 1347071; note: potency is the fitted concentration of half-maximal effect; nearly all actives have a fitted effect of over 55% in size
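Yeast A-beta toxicity model in growth medium with pinned compounds, 48 h at 30 C; growth read as absorbance at 600 nm. Normalized to FeCl3/clioquinol equimolar mix (positive) and DMSO (negative).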
HEK293 tox: cytotoxicity in counter-screen for GLP-1R inverse agonists | HEK293 cAMP-luciferase reporter cells, luminescence, 24 h | AID 624418 | 410,000 tested, 0.13% active | Potency, µM (top dose mostly 38.3 µM), for the others: top-dose activity change, negative = inhibition, most hits filed as inhibitors;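 note: loss of luciferase light is scored as toxicity; potency is the fitted concentration of half-maximal effect; % is set by controls: 0 for no effect and ±100 for the full control effect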
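Cells in DMEM/10% Nu serum/1% pen-strep, 1536-well format. Pre-incubated 12 h, dosed with 23 nL compound, incubated a further 24 h. Luciferase detection, 12 min at room temp, luminescence.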
FUS yeast rescue: suppressors of FUS proteinopathy in yeast. S. cerevisiae FUS-expressing, growth rescue, OD600, 24 h. Potency, µM (series often up to 76.6 µM), for the others: at the highest dose growth rescue (activation), hits mostly activators. 390,000 tested, 0.24% active. AID 1347120;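 note: potency is the fitted concentration of half-maximal effect; plate controls were DMSO vehicle for no effect and reference control for full effect; nearly all actives have a fitted effect of over 55% in size; some results filed as inactive show a strong effect at the top dose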
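Toxicity suppression screen in FUS-yeast. Cells induced with 2% galactose, starting OD 0.005, treated 24hr at 30C with compounds at multiple final concentrations; growth by OD600.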
GLP-1R inv ag: inverse agonists of human GLP-1 receptor; P43220; HEK293 GLP-1R CRE-luciferase, luminescence, 24 h; GLP-1R form is constitutively active; Potency, µM (series often up to 38.3 µM), without a hit: at the highest dose activity change, negative = inhibition, hits mostly inhibitors; 410,000 tested, 1.6% active; AID 624417; note: potency is the fitted concentration of half-maximal effect; % is set by controls: 0 for no effect and ±100 for the full control effect; nearly all actives have a fitted effect of over 55% in size
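GLP-1R inverse agonism mode: basal reporter luminescence in engineered HEK293 cells measured after one day of compound exposure at 37 deg C, with a 12 min room-temperature detection step.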
TDP-43 yeast inh: rescues yeast growth from TDP-43 toxicity; TDP-43 expressing yeast growth rescue, BacTiter-Glo, 24 h; Potency, µM (highest dose often 46.1 µM), for inactives: at the highest dose growth rescue (activation), hits mostly activators; 410,000 tested, 1.8% active; AID 652104; note: potency is the fitted concentration of half-maximal effect; % of control where 0% means no effect; nearly all actives have a fitted effect of over 50% in size
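Yeast expressing TDP-43 (pregrown in raffinose, seeded at OD600=0.02 in galactose medium) exposed to compounds 24 hr at 30 deg C. Growth read by BacTiter-Glo luminescence; rescue of toxicity appears as increased signal.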
pAkt inh: Akt phosphorylation inhibition | Neuro2A IGF-stimulated pAkt S473 HTRF, 20 min; hits give low values | activity change, % for hits at 50 µM | 360,000 tested, 0.32% active | AID 651550; in the data active = activity change below about -80%; inconclusive = mostly about -51% to -80%; note: % is set by controls: 0 for no effect and ±100 for the full control effect
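Neuro2A cells (4,500/well, DMEM with 0.5% FBS) were treated with compound at a single 50 µM final concentration, stimulated with 6 nM IGF for 20 min at 37 °C, and lysed. Phospho-Akt Ser473 was read by HTRF as 665/615 ratio ×10^4.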
MmCpn inh: inhibitors of Methanococcus maripaludis chaperonin (MmCpn); purified Mm-Cpn ATPase, ADP Transcreener TR-FRET; Potency, µM (doses to about 76.9 µM), without a hit: at the top dose activity, negative = inhibition, actives largely listed as inhibitors; 330,000 tested, 0.031% active; AID 504842; note: potency is the fitted concentration of half-maximal effect; % is set by controls: 0 for no effect and ±100 for the full control effect; nearly all actives have a fitted effect of over 80% in size
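ATPase turnover read by TR-FRET ADP competition (Eu cryptate antibody/ADP-d2, 665/590 nm): 10uM ATP final, 25nM Mm-CPN final, 30 min 37degC after 10-min compound preincubation, pH 7.4 Tris/KCl/MgCl2/DTT buffer.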
Active calls of the source: *; i = inactive; ? = inconclusive; . = no result given; [ ] = dose if it differs, or a comment. Unless noted, calls come from the whole dose curve; as a rule, active = well fitted curve in the direction sought with a large enough effect; inconclusive = small, poorly fitted or top-dose-only effect, or another doubt; inactive = no such curve, though single readings can be large; an effect the other way counts as inactive or inconclusive. These rows are one share of the data. The share of hits here may be higher or lower than overall.

SMILES	PTHR1 agonist	aSyn yeast inh	Abeta yeast res	HEK293 tox	FUS yeast rescue	GLP-1R inv ag	TDP-43 yeast inh	pAkt inh	MmCpn inh
O=C(Nc1nnc(CC2=CCCCC2)s1)c1cccs1	-30%	-5%	10%	-3%	5%	-30%	4%	i	-1%
Cc1ccccc1NC(=O)C1C2CCC(O2)C1C(=O)O (configuration not stated)	-2%[57.5 µM]	?	11%	1%	8%	0%	2%	i	1%
C[n+]1nc(Nc2ccccc2)sc1-c1ccc(O)cc1	-14%	-6%	6%	12%	-7%	45%[activator]	?	i	-2%
N#Cc1nc(COc2ccccc2Cl)oc1N1CCCC1	-19%	?	-6%	7%	1%	-29%	10%	i	-4%
O=C(CSc1nc(-c2ccccc2)nc2ccc(F)cc12)Nc1cccc(C(=O)O)c1	-60%[inhibitor]	6%	7%	3%	0%	13%	9%	i	-1%
COc1ccc(CN2CC(C(N)=O)Oc3ccccc32)cc1F (configuration not stated)	-18%	2%	-3%	-1%	-5%	-11%	-3%	i	-3%
CN1CCN(CC(=O)Nc2cc(N3CCOCC3)ccc2[N+](=O)[O-])CC1	i	-1%	-5%	11%	0%	2%	-4%	i	-1%
CCN1C(=O)c2ccccc2S(=O)c2ccc(C(=O)NCCN(CC(C)C)CC(C)C)cc21 (configuration not stated)	-22%	-2%	1%	-1%	2%	23%	-16%	i	-2%
COc1ccc(CN(CC2CCC(C(=O)O)CC2)C(=S)Nc2ccccc2OC)cc1 (configuration not stated)	-19%	0%	10%	-3%	16%	-3%	-25%[0.397 µM]	i	1%
CCOC(=O)[C@@H]1[C@H]2COc3cc(OC)ccc3[C@@H]2N2C(=O)N(c3ccc(F)cc3)C(=O)[C@]12C	2%	-3%	-4%	15%	20%	1%	-9%	i	-3%
CCC1(c2ccccc2)NC(=O)N(CC(=O)Nc2nnc(C3CC3)s2)C1=O (configuration not stated)	i	1%	14%	-10%	3%	1%	9%	i	0%
CCc1nc2c(OCCOc3ccc(F)cc3)cccn2c1N(C)C(=O)c1ccccc1F	-87%[inhibitor]	7%	6%	-4%	12%	?	18%	i	.
CC(=O)c1cccc(N(C(=O)c2ccccn2)C(C(=O)NC2CCCCC2)c2ccccc2)c1 (configuration not stated)	-24%	-3%	-8%	-17%	17%	-25%	-1%	i	1%
CCOc1cc(CNC(=O)c2ccc3c(c2)NC(=O)C2CCCCN32)cc(OCC)c1OCC (configuration not stated)	i	.	-1%	4%	-4%	5%	15%	.	.
O=c1[nH][nH]c2c1C(c1cccc(C(F)(F)F)c1)OC(CCc1ccccc1)C2 (configuration not stated)	-18%	-4%	6%	10%	?	?	24%	i	.
COc1cc2c(cc1OC)C(COc1cc(C)cc(C)c1)N(C(C)=O)CC2 (configuration not stated)	i	.	-4%	-8%	29%	1%	.	i	-2%
CCC(C)NC(=O)COc1ccc(OCc2ccccc2)cc1 (configuration not stated)	-20%	-1%	-7%	6%	8%	?	8%	i	1%
CNC(=O)c1[nH]cnc1C(=O)Nc1ccc(F)cc1	-36%[inhibitor]	-6%	-3%	0%	-20%	37%	15%	i	1%
O=C1CCC(C(=O)Nc2ccccc2)N1 (configuration not stated)	i	21%	5%	-11%	-18%	33%[activator]	9%	i	0%
CCc1ccccc1NC(=O)Cn1c(=O)n(Cc2ccc(OC)cc2)c(=O)c2oc3ccccc3c21	-3%	.	-15%	6%	-4%	13%	-6%	.	.
COC(=O)Nc1nn(Cc2ccccc2F)cc1Br	-7%[57.5 µM]	5%	20%	-16%	10%	1%	-6%	i	1%
COC(=O)Cn1c(O)c(N=NC(=O)CNC(=O)COc2cccc(C)c2)c2ccccc21	-9%	2%	4%	0%	1%	-15%	7%	i	1%
Fc1cccc(Cl)c1CSc1nnc(-c2ccncc2)o1	-12%	-9%	6%	24%	-8%	12%	13µM*	i	-1%
COc1ccc([C@H]2[C@H](C(=O)OC(C)(C)C)N3N=Cc4ccccc4C3C23C(=O)c2ccccc2C3=O)cc1OC (some centres not stated)	-22%	-8%	-14%	-27%	.	-28%	2%	i	0%[15.4 µM]
Cc1noc(C)c1COC(=O)CCCOc1ccc(Cl)cc1Cl	-1%[57.5 µM]	11%	?	-11%	21%	-8%	?	i	-1%
O=C(CC(Nc1ccc(Cl)cc1Cl)C(=O)O)c1ccccc1 (configuration not stated)	-29%	6%	.	-7%	13%	?	21%	i	1%
COc1ccc(-c2csc(NC(=O)c3ccc(S(=O)(=O)N4CCc5ccccc5C4)cc3)n2)cc1	i	1%	-11%	-2%	12%	-12%	-9%	i	-13%
COc1ccc(CN2C(=O)C(CC(=O)NC3CCCCC3)CC(C(=O)N3CCOCC3)=C2C)cc1 (configuration not stated)	-17%	1%	-5%	4%	-17%	10%	15%	i	.
CC(NC(=O)c1ccco1)c1ccc(-n2ccnc2)cc1 (configuration not stated)	?	8%	-6%	15%	47%	15%	0%	i	0%
CCCc1nc(SCc2ccccn2)c2c(=O)n(C)c(=O)n(C)c2n1	-17%	4%	-33%[inhibitor]	-29%	-6%	?	19%	i	-1%
O=C(O)C1=CC[C@@H](c2ccc(Cl)cc2)N(S(=O)(=O)c2ccc(Cl)cc2)C1	-10%	-10%	1%	7%	19%	-29%	-23%	i	0%
O=C(NCc1nc2ccccc2[nH]1)C1=C[C@@H](c2ccc(C(F)(F)F)cc2)C[C@@H](OCc2ccc(CO)cc2)O1	-27%	-3%	6%	-20%	32µM*	?	3%	i	.
CCN(CC)S(=O)(=O)c1ccc2c(c1)nc(CCC(=O)Nc1ccc(N3CCOCC3)cc1)n2C	i	-9%	6%	-2%	?	51%[activator]	14%	i	-9%
CN1[C@@H]2CC[C@H]1CC(OC(=O)c1c[nH]c3ccccc13)C2 (some centres not stated)	-22%	-3%	-14%	-7%	-19%	?	9%	i	.
COc1ccccc1N1CCN(C(=O)COc2cccc3ccccc23)CC1	i	?	-10%	-14%	?	?	35µM*	i	-3%
O=C(NCCc1ccc(Cl)cc1)c1cc(-c2ccccc2)n[nH]1	i	.	0%	-24%	15%	?	6%	.	.
COP(=O)(OC)OC(C(=O)c1ccccc1)c1ccccc1 (configuration not stated)	-9%	-1%	-4%	-2%	-8%	-26%	21%	i	.
COc1cccc(C(=O)Nc2ccc(NC(=O)C3CCCCC3)nc2)c1	-28%	2%	-11%	-20%	22%	?	-9%	i	1%

In the list so far, these have an aryl methoxy group:
SMILES	PTHR1 agonist	aSyn yeast inh	Abeta yeast res	HEK293 tox	FUS yeast rescue	GLP-1R inv ag	TDP-43 yeast inh	pAkt inh	MmCpn inh
COc1ccc(CN2CC(C(N)=O)Oc3ccccc32)cc1F (configuration not stated)	-18%	2%	-3%	-1%	-5%	-11%	-3%	i	-3%
COc1ccc(CN(CC2CCC(C(=O)O)CC2)C(=S)Nc2ccccc2OC)cc1 (configuration not stated)	-19%	0%	10%	-3%	16%	-3%	-25%[0.397 µM]	i	1%
CCOC(=O)[C@@H]1[C@H]2COc3cc(OC)ccc3[C@@H]2N2C(=O)N(c3ccc(F)cc3)C(=O)[C@]12C	2%	-3%	-4%	15%	20%	1%	-9%	i	-3%
COc1cc2c(cc1OC)C(COc1cc(C)cc(C)c1)N(C(C)=O)CC2 (configuration not stated)	i	.	-4%	-8%	29%	1%	.	i	-2%
CCc1ccccc1NC(=O)Cn1c(=O)n(Cc2ccc(OC)cc2)c(=O)c2oc3ccccc3c21	-3%	.	-15%	6%	-4%	13%	-6%	.	.
COc1ccc([C@H]2[C@H](C(=O)OC(C)(C)C)N3N=Cc4ccccc4C3C23C(=O)c2ccccc2C3=O)cc1OC (some centres not stated)	-22%	-8%	-14%	-27%	.	-28%	2%	i	0%[15.4 µM]
COc1ccc(-c2csc(NC(=O)c3ccc(S(=O)(=O)N4CCc5ccccc5C4)cc3)n2)cc1	i	1%	-11%	-2%	12%	-12%	-9%	i	-13%
COc1ccc(CN2C(=O)C(CC(=O)NC3CCCCC3)CC(C(=O)N3CCOCC3)=C2C)cc1 (configuration not stated)	-17%	1%	-5%	4%	-17%	10%	15%	i	.
COc1ccccc1N1CCN(C(=O)COc2cccc3ccccc23)CC1	i	?	-10%	-14%	?	?	35µM*	i	-3%
COc1cccc(C(=O)Nc2ccc(NC(=O)C3CCCCC3)nc2)c1	-28%	2%	-11%	-20%	22%	?	-9%	i	1%
